Compound activity deposited in PubChem by Sanford-Burnham Center for Chemical Genomics.
UPR CHOP act = apoptotic UPR (CHOP) activation | 0.34% of 330,000 active | CHO-CHOP luciferase reporter, luminescence; percent of tunicamycin response over DMSO baseline | activation, % at 10 µM | AID 449763;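 active = at 10 µM dose, activation of 40% or more, normalized to positive control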;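 also: 100% = tunicamycin at 10 µg/mL and 0% = DMSO alone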
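Material: CHO-CHOP cells, stable luciferase reporter of PERK-eIF2a-CHOP signalling; quantity: 500 reporter cells seeded per well; buffer or medium: F12 medium containing 10% fetal bovine serum; compound: one dose, 10 µM in 0.5% DMSO; incubation: 6 h compound treatment, 37 °C; measured by: Steady-Glo luciferase luminescence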
APJ ag = activates the human apelin receptor APJ | 0.11% of 330,000 active | CHO-K1 APJ PathHunter beta-arrestin, luminescence; 0% DMSO wells, 100% apelin | activation, % at 20 µM | P35414;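 active = activation more than six SD over the plate average, tested at 20 µM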;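 also: 0% = DMSO alone and 100% = apelin-13 at 10 nM; some results filed as inactive read as strong as hits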
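Assay system: engineered CHO-K1 APJ arrestin reporter cells; Amount: 1000 CHO-K1 reporter cells seeded per well; Dosing: one dose, 20 µM compound, 1% DMSO; Times: compound stimulation 90 min at 25 °C, detection 60 min; Measured by: luminescent beta-gal fragment complementation, chemiluminescent substrate; Read-out: APJ–arrestin association signal; Controls: DMSO vs Apelin-13 10 nM.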
Mdm2 MdmX PPI = inhibitors of human Mdm2/MdmX interaction | AID 485346 | 3% of 330,000 active | O15151+Q00987 | SaOS-2 split-luciferase Mdm2/MdmX complementation, luminescence | inhibition, % at 8 µM;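 active = inhibition of at least 50% at 8 µM in the primary screen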
XBP1 UPR activ = activators of adaptive arm of unfolded protein response (XBP1); CHO-XBP1 luciferase reporter, IRE1-XBP1 UPR activation, luminescence; percent of tunicamycin response, DMSO as zero; activation, % at 20 µM; 0.33% of 330,000 active;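 active = versus positive control, 20 µM dose yields 30% or more activation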;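 also: 100% = tunicamycin at 10 µg/mL and 0% = DMSO only wells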
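Assay system: CHO-XBP1 luciferase reporter cells; Schedule: 6 h treatment, 37 °C; Detection: glow luminescence from Steady-Glo reagent; Benchmarks: high control tunicamycin 10 µg/mL final, low control DMSO vehicle only.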
EBI2 block = antagonists of human EBI2 receptor; inhibition, % at 5 µM; P32249; AID 651636; EBI2 beta-arrestin recruitment, luminescence, 7a,25-OHC stimulated; 0.81% of 360,000 active; in the data active = inhibition above about 38%;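 also: enzyme fragment complementation signal reports receptor beta-arrestin coupling in cells; 0% = agonist plus DMSO wells and 100% = wells without agonist; some results beyond the cut were filed as inactive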
Target sequence (P32249 whole entry, looked up, the tested form may be a part): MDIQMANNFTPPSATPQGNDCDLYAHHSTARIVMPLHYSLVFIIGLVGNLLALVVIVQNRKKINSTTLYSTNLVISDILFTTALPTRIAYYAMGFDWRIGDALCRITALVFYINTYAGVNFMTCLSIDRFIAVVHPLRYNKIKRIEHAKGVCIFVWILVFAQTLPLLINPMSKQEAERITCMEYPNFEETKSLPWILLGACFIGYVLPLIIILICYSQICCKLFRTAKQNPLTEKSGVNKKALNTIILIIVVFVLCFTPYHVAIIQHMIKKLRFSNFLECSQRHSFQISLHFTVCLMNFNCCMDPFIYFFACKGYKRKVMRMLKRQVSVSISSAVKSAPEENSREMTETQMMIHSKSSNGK
CCR6 antag = blocks CCL20-driven beta-arrestin recruitment at human CCR6 | P51684 | CHO-K1 CCR6 PathHunter beta-arrestin, luminescence, CCL20-stimulated | inhibition, % at 20 µM | 0.49% of 340,000 active | AID 493098;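 active = compounds whose inhibition of the agonist-driven luminescence signal at 20 µM reaches about 50%, limit read from the data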;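 also: cells stimulated with CCL20 at 14 nM final; plate controls were DMSO with CCL20 for no effect and DMSO without agonist for full effect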
Target sequence (P51684 whole entry, looked up): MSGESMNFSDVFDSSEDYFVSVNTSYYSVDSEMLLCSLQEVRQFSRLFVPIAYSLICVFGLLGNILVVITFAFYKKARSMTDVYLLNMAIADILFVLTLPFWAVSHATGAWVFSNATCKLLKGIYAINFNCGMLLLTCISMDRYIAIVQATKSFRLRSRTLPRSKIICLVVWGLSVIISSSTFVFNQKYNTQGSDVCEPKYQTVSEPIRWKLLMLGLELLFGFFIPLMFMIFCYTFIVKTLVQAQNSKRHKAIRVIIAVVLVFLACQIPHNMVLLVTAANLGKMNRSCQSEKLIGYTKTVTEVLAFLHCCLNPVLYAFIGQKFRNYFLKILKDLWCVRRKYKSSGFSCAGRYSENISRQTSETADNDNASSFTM
tim23-1 inh = inhibits growth of tim23-1 mutant yeast; S. cerevisiae tim23-1 growth, BacTiter-Glo luminescence, 24 h; inhibition, % at 20 µM; 1.3% of 330,000 active; AID 463212;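 active = growth inhibition of the mutant yeast at or above 50%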;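 also: temperature-sensitive mutant grown at 25 °C; plate controls were DMSO-treated mutant yeast for no effect and medium wells lacking yeast for full effect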
CXCR6 inh = blocks human CXCR6 beta-arrestin recruitment; O00574; CHO-K1 PathHunter CXCR6 beta-arrestin, luminescence; inhibition, % at 20 µM; 0.36% of 360,000 active; in the data active = inhibition above about 34%, passing the limit was not always enough;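 also: antagonist mode with CXCL16 agonist at 10 nM final; 0% = 10 nM CXCL16 with DMSO and 100% = unstimulated wells without agonist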
APJ antagonist = antagonists of human APJ apelin receptor | P35414 | 0.32% of 330,000 active | CHO-K1 APJ beta-arrestin complementation, luminescence | inhibition, % at 20 µM;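 active = inhibition above about 40% at 20 µM, limit read from the data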;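 also: cells challenged with 10 nM apelin-13 agonist together with compound; plate controls were apelin-13 plus DMSO wells for no effect and DMSO wells lacking apelin-13 for full effect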
* hit, by the source's call. These rows are one share of the data. The share of hits here may be higher or lower than overall.

SMILES	CXCR6 inh	XBP1 UPR activ	tim23-1 inh	CCR6 antag	Mdm2 MdmX PPI	APJ ag	UPR CHOP act	EBI2 block	APJ antagonist
COc1ccc(N2CC(C)Cn3c2nc2c3c(=O)n(CCN3CCOCC3)c(=O)n2C)cc1 (stereo not given)	9.8	0.0	5.9	-27.0	18.8	-0.8	-1.3	-7.2	24.4
O=C(CSc1ccc(Cl)cc1)NNC(=O)c1ccco1	-3.8	-0.9	-21.5	1.5	19.7	2.5	-0.9	-5.5	-8.3
O=C(NCC(=O)N1CCN(c2ncccn2)CC1)c1ccccc1F	-0.6	6.4	-11.0	6.2	-21.0	-1.1	2.9	-10.0	3.4
CCOC(=O)c1ccc(N=C2SC(C(=O)NC)CC(=O)N2Cc2ccc(F)cc2)cc1 (stereo not given)	-1.3	-1.7	0.1	13.8	21.1	-1.7	0.4	18.5	1.7
CN(C(=O)Cn1nc(C(=O)O)c2ccccc2c1=O)C1CCCCC1	3.5	-2.6	17.4	4.1	21.8	-2.2	0.9	-0.2	6.6
COc1ccc(C(=O)NNC(=O)CSc2nnc(-c3cccnc3)o2)cc1	-14.1	3.6	5.0	-17.9	-9.0	0.1	1.2	-10.7	-19.0
CC1=C(C(=O)OCc2ccccc2)C(c2cccs2)NC(=O)N1CCCC(=O)O (stereo not given)	-8.3	-1.6	11.3	15.2	27.3	-6.8	-1.3	1.3	9.0
COc1ccc(NC(=O)COc2ccc(Br)cc2)c(OC)c1	-6.5	-1.7	5.8	8.2	11.1	1.9	0.0	11.3	-10.7
COc1ccc2c(c1)sc(=N)n2C	4.3	-2.6	8.8	6.8	21.4	-0.2	0.4	-7.7	0.3
CCOc1cc2c(cc1OCC)C(C(=O)O)C(c1ccc(OC)c(O)c1)N(C)C2=O (stereo not given)	-9.3	-0.5	-2.9	-0.3	7.5	-1.5	-0.6	4.5	-1.7
FC(F)(F)c1ccc(NC(=S)NC2CCCCC2)cc1	-5.7	2.1	35.6	-5.6	11.7	2.4	8.1	-7.2	-9.8
NC(=O)N/N=C/C=C/c1ccc(F)cc1	2.5	-1.2	0.2	-5.1	12.3	-4.0	0.6	2.9	4.0
COc1ccc(CNC(=O)c2cc(=O)c3ccccc3o2)cc1	-2.3	2.7	17.5	7.9	-10.8	-1.6	-0.6	2.7	1.1
CCN(CC)CCOCCOC(=O)C1(c2ccccc2)CCCC1	-2.7	-7.8	-7.6	12.9	-7.3	-5.6	0.9	-5.3	16.8
CCOC(=O)[C@H]1[C@H]2COc3ccc(C)cc3[C@@H]2N2C(=O)c3cc(F)c(F)cc3NC(=O)[C@@]12C	3.6	0.2	-7.1	3.5	9.0	3.4	-0.9	-1.2	-3.5
COc1ccc(N(CC(=O)N2CCc3ccccc3C2)S(C)(=O)=O)cc1Cl	-2.8	0.1	3.4	13.2	-11.5	-1.5	-0.5	-2.0	7.7
O=C(CSc1nnc(Cc2cccs2)n1C1CCCCC1)N1CCN(C(=O)c2ccco2)CC1	-4.1	-0.6	11.5	-14.7	-9.0	-0.7	-1.7	3.3	-18.1
CCOC(=O)C1=C(CC)OC(N)=C(C#N)C1c1ccc(NC(C)=O)cc1 (stereo not given)	3.5	-2.3	15.7	-1.7	-21.8	-1.5	1.3	-9.0	5.1
N#Cc1ccc(CN2CCN(C(=O)Cn3nc(C(N)=O)c4ccccc4c3=O)CC2)cc1	4.9	-2.1	2.4	11.7	-12.5	3.4	-1.3	-1.4	14.4
CSc1cccc(NC(=S)N2CCC(N(C)C3CCCCC3)CC2)c1	-3.0	-0.7	9.2	14.0	16.1	-0.7	2.2	6.8	5.0
Nc1c(C(=O)c2ccccc2)oc2ccccc12	-1.2	5.1	28.7	11.0	15.1	0.9	1.7	-7.2	10.9
Nc1nc2nc(-c3ccc(OCc4ccccc4)cc3)cc(C(F)(F)F)n2n1	10.1	2.2	1.7	-7.7	2.7	-1.0	0.8	-8.7	-6.2
O=C(O)c1ccccc1NS(=O)(=O)c1cccc(-n2sc3ccccc3c2=O)c1	-17.5	2.7	2.3	-36.1	15.8	2.2	5.1	96.1*	-33.5
CCn1cc(-c2n[nH]c(=S)n2-c2ccc(C)cc2Br)c(=O)c2ccc(C)nc21	-8.4	-0.7	14.6	10.0	11.3	-3.7	-0.2	-6.9	17.7
C=CCNC(=O)c1oc2ccc(S(=O)(=O)N(CC)CC)cc2c1C	5.4	1.4	4.8	-2.5	14.3	-3.8	-2.4	5.3	1.8
CCN(CC)C(=O)C1CCN(S(=O)(=O)c2ccc3c(c2)CCCN3C(=O)C2CCC2)CC1	-11.6	-4.9	-4.0	15.7	20.1	1.7	-0.1	5.3	13.9
C=C1CCN([C@@H](Cc2ccccc2)C(=O)O)S(=O)(=O)c2ccccc21	-0.7	1.0	16.6	5.0	-9.5	-1.2	1.1	0.3	0.0
COc1ccc(OC)c(CC(NC(C)=O)C(=O)NC2CCN(S(=O)(=O)c3ccc(NC(C)=O)cc3)CC2)c1 (stereo not given)	4.3	1.9	5.7	-11.0	-24.4	1.1	1.9	7.0	8.0
COc1cc(C(=O)N2CCC(C(N)=O)CC2)ccc1OCc1c(C)noc1C	4.7	-2.9	-2.0	10.6	8.8	-1.3	-0.5	-1.2	6.8
CCN(CC)CCCNC(=O)c1cn(-c2cccc(OC)c2)c(=O)c2ccccc12	-1.9	-0.2	10.2	2.2	-10.1	-3.3	0.3	-10.2	5.3
CCOC(=O)C(NCc1ccco1)(NC(=O)c1ccc(OC)cc1)C(F)(F)F (stereo not given)	-4.4	-0.9	6.3	18.6	21.0	-3.3	1.5	8.6	21.9
CCC(C(=O)Nc1ccc(S(=O)(=O)Nc2ncccn2)cc1)c1ccccc1 (stereo not given)	-4.3	-5.1	-2.7	8.9	6.3	0.2	-1.2	2.4	5.1
O=C(NC1CCCCC1)c1ccccc1NC(=S)NC(=O)C1CC1	9.1	-2.0	9.5	14.1	4.4	-0.5	-0.8	-11.0	-3.5
CC(C)c1ccc(NC(=O)C(c2ccccc2)N2CCN(C=O)CC2)cc1 (stereo not given)	2.0	-0.4	11.2	-1.2	18.0	0.3	4.5	1.9	3.6
Cc1nc(CCNC(=O)CC2C(=O)NCCN2CC(C)(C)C)nc2c1CCC2 (stereo not given)	-6.0	-1.0	9.6	-5.9	1.5	-12.3	3.1	-11.4	2.8
O=C(NCc1cc([N+](=O)[O-])ccc1O)c1cccnc1Sc1ccccc1	13.4	-4.0	28.4	9.0	40.4	-8.1	-1.2	7.7	18.3
CCOc1ccc(S(=O)(=O)NCCCl)cc1	0.5	-3.5	-1.8	3.1	3.9	0.3	2.5	-5.4	0.4
COc1ccc(CCC(=O)N2CCCC(Nc3ccc(C)c(C)c3)C2)cc1OC (stereo not given)	5.0	-4.9	16.6	13.8	6.3	-4.9	1.9	6.3	-2.7
CCC(C(=O)Nc1ccccc1C(=O)N1CCCC1)N1C(=O)c2ccccc2C1=O (stereo not given)	-5.4	-1.3	23.9	-0.3	-4.9	-6.8	0.0	-7.1	-23.8
N#Cc1ccc(S(=O)(=O)Nc2ccc3ccccc3n2)cc1	-0.4	10.4	2.9	-2.4	1.0	3.8	-1.8	-8.0	1.0
COc1ccc2c(c1OC)C(=O)OC2c1c(O)nc(SC)n(-c2ccccc2)c1=O (stereo not given)	-9.2	-3.4	2.7	0.5	5.6	-1.5	0.3	5.6	4.7
CCCNC(=O)C1CN(S(=O)(=O)c2ccc(C)cc2)c2ccccc2O1 (stereo not given)	5.8	-2.8	13.2	12.7	7.0	0.4	0.8	3.1	8.9
O=C(Nc1ccc(Oc2cccnc2)cc1)c1ccccc1F	-2.0	3.5	11.4	12.3	-0.8	-2.5	2.2	12.8	10.3
CCn1c(SCC(=O)NC2CCCCC2C)nnc1-c1ccc(OC)cc1 (stereo not given)	4.0	-3.9	9.9	5.2	7.6	0.0	-3.0	3.2	-1.5
O=C(CCNC(=O)c1ccc(Cl)cc1)NCc1ccco1	9.5	-4.3	11.5	5.1	10.0	-5.4	-0.3	-3.2	1.8
Cn1nnnc1NCc1ccccc1F	-4.5	-7.9	-0.9	12.0	17.6	0.0	2.5	2.9	0.9
CCOC(=O)C1CCN(S(=O)(=O)c2ccc3[nH]c(=O)ccc3c2)CC1	2.8	-4.1	4.7	1.2	25.3	-3.4	-0.3	3.1	4.2
O=C(Nc1cccc([N+](=O)[O-])c1)c1ccc(CN2CCOCC2)cc1	-1.1	0.8	3.2	-1.4	-1.9	-0.2	4.7	-2.3	-11.7
C=CCOc1ccc(C(=O)Nc2ccc(OCC)cc2)cc1	1.0	0.1	5.8	5.7	11.9	-0.1	0.3	26.4	4.2
CCn1c(SCC(=O)NNC(=O)c2ccccc2)nnc1-c1ccco1	-12.8	-0.9	0.2	-7.5	-11.3	0.0	1.4	39.0	-2.3
Cc1ccccc1NC(=O)N1CCNC(=O)C1CC(=O)Nc1cc(Cl)ccc1Cl (stereo not given)	-11.6	-3.8	6.0	-2.2	-0.8	1.6	2.1	4.6	-7.7
O=C(O)C[C@@H](CNC(=O)COc1ccc2ccc(=O)oc2c1)c1ccc(Cl)cc1	7.0	-3.9	-0.1	0.8	13.7	4.0	1.1	2.1	-3.0
